HTRA1 inhibitor = HTRA1 serine protease inhibitors, primary screen, biochemical, fluorescence polarization, HTS; Q92743; recombinant HTRA1, FP-rhodamine activity-based probe; inhibition, % at 5.96 µM; 340,000 tested, 0.5% active; AID 504803, 2011; in the data active = inhibition above about 36%;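 also: 0% = enzyme with DMSO and 100% = wells lacking enzyme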
PRMT1 inh = PRMT1 methyltransferase inhibitors, primary screen, biochemical, fluorescence polarization; recombinant PRMT1, activity-based probe fluorescence polarization; inhibition, % at 2.79 µM; 370,000 tested, 1.3% active; AID 652257, 2013;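 active = inhibition above about 21% made by adding two undisclosed values, limit read from the data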
Target sequence (Q99873 whole entry, looked up): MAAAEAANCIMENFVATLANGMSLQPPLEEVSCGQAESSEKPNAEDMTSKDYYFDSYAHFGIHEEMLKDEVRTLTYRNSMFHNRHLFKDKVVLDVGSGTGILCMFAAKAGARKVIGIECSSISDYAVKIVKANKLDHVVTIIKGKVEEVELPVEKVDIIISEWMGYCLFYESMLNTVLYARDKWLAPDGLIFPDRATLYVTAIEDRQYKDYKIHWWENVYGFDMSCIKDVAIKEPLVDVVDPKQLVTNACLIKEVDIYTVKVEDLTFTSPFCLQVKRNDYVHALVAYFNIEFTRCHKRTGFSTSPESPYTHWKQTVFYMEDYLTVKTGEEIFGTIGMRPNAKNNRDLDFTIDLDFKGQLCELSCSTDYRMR
TCR CD3 inh = inhibitors of human TCR-CD3 interaction, primary screen, biochemical, fluorescence, TAMRA-labeled TCR probe; T-cell receptor (TCR); inhibition, % at 9.4 µM; 360,000 tested, 0.37% active; in the data active = inhibition above about 19%;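 also: recombinant mutant TCR 2C K166C tagged with TAMRA read by polarization; 0% = receptor in buffer alone and 100% = receptor with positive control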
LEDGF integ inh = blockers of LEDGF/p75-dependent integrase strand transfer – biochemical, TR-FRET, high throughput, primary screen; HIV-1 integrase (with human LEDGF/p75); inhibition, % at 3.7 µM; 370,000 tested, 0.64% active; TR-FRET IN-LEDGF/p75 DNA integration, Eu/Cy5; AID 743269, 2014;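 active = inhibition above the screen-wide mean plus 3 SD, cut at about 13% in these data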;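 also: signal is the Cy5 over europium emission ratio at 671 and 618 nm; 0% = plate median of compound wells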
rCAG binder = binders of r(CAG) RNA repeats, primary screen, biochemical, fluorescence; r(CAG) RNA repeat, TO-PRO-1 dye displacement fluorescence; inhibition, % at 3 µM; 370,000 tested, 1.3% active;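 active = inhibition above the plate cutoff, the mean of all test compounds on that plate plus 3 SD, cut at about 35% in these data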;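 also: 0% = DMSO alone and 100% = 100 µM mitoxantrone as full dye displacement; higher means more dye released from RNA so lower well fluorescence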
PG9 binder = binders of HIV-1 gp120 antibody PG9, primary screen, biochemical, TR-FRET. HIV-1 gp120 / PG9 antibody interaction. TR-FRET gp120-PG9 antibody binding. inhibition, % at 6.7 µM. 360,000 tested, 0.43% active. AID 624416, 2012; in the data active = inhibition above about 8.5%
mABHD4 FP = ABHD4 inhibitors, primary screen, biochemical, fluorescence polarization, mouse; (Lyso)-N-acylphosphatidylethanolamine lipase (Mus musculus), Q8VD66; purified mABHD4, FP-Rh probe fluorescence polarization; inhibition, % at 8.92 µM; 370,000 tested, 0.54% active;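 active = inhibition exceeding the mean over every tested compound plus 3 SD, cut at about 30% in these data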;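 also: 0% = plate median of compound wells and 100% = S159A mutant with DMSO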
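Assay system: wild-type mouse ABHD4 protein; compound: single nominal dose of 8.92 µM, 0.89% DMSO final; schedule: 45 min + 60 min at 25 °C; measured by: FP readout, ex 525 nm / em 598 nm; evaluation: % inhibition of FP-Rh probe binding versus controls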
SIAE primary = human SIAE inhibitors, primary screen, biochemical, fluorescence polarization, FP-Rh probe, 1536-well HTS. inhibition, % at 9.66 µM. 370,000 tested, 0.69% active. Sialate O-acetylesterase (Homo sapiens), Q9HAT2. SIAE FP-Rh probe binding;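 active = inhibition above a cutoff: mean of compounds within the control limits plus 3 SD of those, cut at about 17% in these data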;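 also: 0% = plate median of compound wells and 100% = probe without SIAE protein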
TDP2 absorb = human TDP2 enzyme inhibitors, primary screen, biochemical, epi absorbance, recombinant enzyme; T5PNP hydrolysis, p-nitrophenol absorbance 415 nm; AID 720702, 2013; 370,000 tested, 0.34% active; inhibition, % at 12.8 µM;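 active = inhibition above the mean of all tested compounds plus 3 SD, set per campaign, cut at about 25% in these data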;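 also: 0% = DMSO with enzyme and 100% = buffer with substrate but no TDP2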
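Assay system: recombinant human TDP2 / Reagent: T5PNP substrate at 5 mM, a TopII-DNA adduct mimic / Measured by: epi absorbance from released p-nitrophenol / Evaluation: % inhibition relative to enzyme-containing and enzyme-free wells / Control set: enzyme-free and DMSO wells / Replicates: each compound tested once, singlicate / Schedule: enzyme reaction with compound for 2 h at 37 °C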
Rev-erbA mod = modulators of Rev-erb alpha DNA binding, primary screen, biochemical, FITC-DNA, fluorescence polarization, uHTS | Rev-erbα–FITC-DNA binding, 90 min | 370,000 tested, 0.79% active | activity, % at 10 µM | Nuclear receptor subfamily 1 group D member 1 (Homo sapiens), P20393 | AID 1259318, 2017;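 active = activity above about 14%, limit read from the data; passing the limit was not always enough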;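 also: 0% = DMSO wells with 35 nM protein and 100% = DMSO wells with 750 nM protein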
Target sequence (P20393 whole entry, looked up): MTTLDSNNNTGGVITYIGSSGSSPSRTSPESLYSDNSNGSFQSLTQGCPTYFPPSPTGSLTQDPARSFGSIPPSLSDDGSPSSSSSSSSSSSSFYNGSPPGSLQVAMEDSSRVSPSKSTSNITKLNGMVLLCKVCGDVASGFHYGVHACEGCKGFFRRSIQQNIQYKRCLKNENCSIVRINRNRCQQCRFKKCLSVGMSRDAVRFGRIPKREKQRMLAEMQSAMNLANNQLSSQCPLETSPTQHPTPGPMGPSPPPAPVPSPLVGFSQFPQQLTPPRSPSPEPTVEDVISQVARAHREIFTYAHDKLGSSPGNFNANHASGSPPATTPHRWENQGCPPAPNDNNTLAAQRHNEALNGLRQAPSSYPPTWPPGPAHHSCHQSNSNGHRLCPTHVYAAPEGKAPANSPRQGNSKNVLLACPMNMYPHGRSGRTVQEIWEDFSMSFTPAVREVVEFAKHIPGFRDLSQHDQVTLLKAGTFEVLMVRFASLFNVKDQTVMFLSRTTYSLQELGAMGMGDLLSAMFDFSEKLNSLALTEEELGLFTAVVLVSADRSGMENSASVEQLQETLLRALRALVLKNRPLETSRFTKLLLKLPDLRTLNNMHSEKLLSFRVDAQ
Active calls of the source: *. A portion of the library (hit frequency here may not be typical).

The opening 2 entries (preview)
Screening CC(=O)Nc1ccc(NC(=O)Cn2cc3c(n2)CCCC3)cc1 returned HTRA1 inhibitor 2, PRMT1 inh -1, TCR CD3 inh 4, LEDGF integ inh -4, rCAG binder -1, PG9 binder 0.1, mABHD4 FP -1, SIAE primary 0, TDP2 absorb 8 and Rev-erbA mod 3.
`COc1ccc(CCNC(=O)COC(=O)C2CC2C)cc1` (stereo not given) gave HTRA1 inhibitor -4, PRMT1 inh 6, TCR CD3 inh -3, LEDGF integ inh 3, rCAG binder 1, PG9 binder 0.9, mABHD4 FP 5, SIAE primary -6, TDP2 absorb -1 and Rev-erbA mod 5.

The whole of this part, from the start:
Screening CC(=O)Nc1ccc(NC(=O)Cn2cc3c(n2)CCCC3)cc1 returned HTRA1 inhibitor 2, PRMT1 inh -1, TCR CD3 inh 4, LEDGF integ inh -4, rCAG binder -1, PG9 binder 0.1, mABHD4 FP -1, SIAE primary 0, TDP2 absorb 8 and Rev-erbA mod 3.
`COc1ccc(CCNC(=O)COC(=O)C2CC2C)cc1` (stereo not given) gave HTRA1 inhibitor -4, PRMT1 inh 6, TCR CD3 inh -3, LEDGF integ inh 3, rCAG binder 1, PG9 binder 0.9, mABHD4 FP 5, SIAE primary -6, TDP2 absorb -1 and Rev-erbA mod 5.
Screening C=CCc1ccccc1Oc1cc(F)nc(N)n1 returned HTRA1 inhibitor -3, PRMT1 inh 3, TCR CD3 inh -4, LEDGF integ inh -2, rCAG binder -4, PG9 binder -0.2, mABHD4 FP 1, SIAE primary -7, TDP2 absorb 5 and Rev-erbA mod 4.
For Brc1ccc(-c2cn3c(n2)CCc2ccc4cccnc4c2-3)cc1 the results were HTRA1 inhibitor -2, PRMT1 inh 0, TCR CD3 inh -2, LEDGF integ inh 5, rCAG binder 7, PG9 binder 0.5, mABHD4 FP 9, SIAE primary -2, TDP2 absorb 0 and Rev-erbA mod -4.
`COCCCNC(=O)C[C@H]1C[C@@]2(C(=O)OC)C(=C[C@H](C(C)C)O[C@@H]2C2CC2)N(Cc2ccc3c(c2)OCO3)C1=O` gave PRMT1 inh -4, LEDGF integ inh 3, rCAG binder 0, mABHD4 FP 2, SIAE primary 3, TDP2 absorb 4 and Rev-erbA mod -1.
Screening Cc1cccc(C(=O)N/N=C/c2ccoc2)c1 returned HTRA1 inhibitor -7, PRMT1 inh -2, TCR CD3 inh -7, LEDGF integ inh 1, rCAG binder 2, PG9 binder -3.9, mABHD4 FP 0, SIAE primary 2, TDP2 absorb 1 and Rev-erbA mod -9.
`Cc1occc1-c1nnc(SCC(=O)Nc2ccccc2-c2ccccc2)n1C` gave HTRA1 inhibitor -10, PRMT1 inh -2, TCR CD3 inh -1, LEDGF integ inh 3, rCAG binder -5, PG9 binder 0.7, mABHD4 FP -3, SIAE primary -6, TDP2 absorb 7 and Rev-erbA mod 1.
CCOC(=O)CC(=O)Nc1ccccc1C(=O)O was read as HTRA1 inhibitor -3, PRMT1 inh 0, TCR CD3 inh 3, LEDGF integ inh -2, rCAG binder 3, PG9 binder -0.7, mABHD4 FP 6, SIAE primary 6, TDP2 absorb -1 and Rev-erbA mod -4.
Screening CCOc1ccc2nc(SCC(=O)Nc3cc4c(cc3C(C)=O)OCO4)[nH]c2c1 returned HTRA1 inhibitor -8, PRMT1 inh 1, TCR CD3 inh 4, LEDGF integ inh -5, rCAG binder 4, PG9 binder -1.6, mABHD4 FP 2, SIAE primary -3, TDP2 absorb 6 and Rev-erbA mod -3.
For CC(=O)NC(NC(=S)Nc1ccc(N=Nc2ccccc2)cc1)C(Cl)(Cl)Cl (stereo not given) the results were HTRA1 inhibitor 7, PRMT1 inh 2, TCR CD3 inh 3, LEDGF integ inh 1, rCAG binder 17, PG9 binder 0.4, mABHD4 FP -4, SIAE primary -2, TDP2 absorb -3 and Rev-erbA mod 0.
`CCC(=O)N(Cc1cc2cc(C)c(C)cc2[nH]c1=O)C1CCCCC1` gave HTRA1 inhibitor -8, PRMT1 inh -1, TCR CD3 inh 10, LEDGF integ inh 0, rCAG binder -6, PG9 binder 1.3, mABHD4 FP -1, SIAE primary 2, TDP2 absorb 0 and Rev-erbA mod 0.
Screening COc1ccc2oc(C(=O)OCC(=O)N3CCC(C)CC3)c(C)c2c1 returned HTRA1 inhibitor -9, PRMT1 inh 3, TCR CD3 inh -4, LEDGF integ inh -1, rCAG binder -6, PG9 binder 0.2, mABHD4 FP -1, SIAE primary -2, TDP2 absorb 4 and Rev-erbA mod -6.
For CCCOc1cccc(C(=O)N2CCN(C(=O)C3CCCO3)CC2)c1 (stereo not given) the results were HTRA1 inhibitor 6, PRMT1 inh 1, TCR CD3 inh -2, LEDGF integ inh -5, rCAG binder -7, PG9 binder 0.2, mABHD4 FP 4, SIAE primary -7, TDP2 absorb 8 and Rev-erbA mod -1.
CC(C)NC(=O)COc1ccc2c(c1)C(=O)CC(C)(C)O2 was read as HTRA1 inhibitor 6, PRMT1 inh -2, TCR CD3 inh 0, LEDGF integ inh -1, rCAG binder -2, PG9 binder 1.2, mABHD4 FP -3, SIAE primary 2, TDP2 absorb 16 and Rev-erbA mod -9.
CC(C)(CNC(=O)c1ccccc1F)CNC(=O)c1ccccc1F was read as HTRA1 inhibitor -4, PRMT1 inh 4, TCR CD3 inh 6, LEDGF integ inh -2, rCAG binder -5, PG9 binder 0.0, mABHD4 FP -4, SIAE primary -8, TDP2 absorb 15 and Rev-erbA mod -3.
For CC(=O)COc1ccc2c(-c3ccccc3)cc(=O)oc2c1C the results were HTRA1 inhibitor -6, PRMT1 inh 1, TCR CD3 inh -2, LEDGF integ inh -2, rCAG binder 0, PG9 binder -2.9, mABHD4 FP -1, SIAE primary -3, TDP2 absorb 18 and Rev-erbA mod -4.
`CCc1cccc(C)c1Nc1nc2ccccc2n2cnnc12` gave HTRA1 inhibitor -11, PRMT1 inh -5, TCR CD3 inh -4, LEDGF integ inh 4, rCAG binder -5, PG9 binder -0.4, mABHD4 FP -1, SIAE primary 0, TDP2 absorb 3 and Rev-erbA mod 3.
CNC(=O)CSc1nc2cc(S(=O)(=O)Nc3ccc(OC)cc3)ccc2o1 was read as HTRA1 inhibitor 1, PRMT1 inh 3, TCR CD3 inh 3, LEDGF integ inh 2, rCAG binder 1, PG9 binder -1.7, mABHD4 FP 6, SIAE primary 15, TDP2 absorb 16 and Rev-erbA mod -8.
Screening CC1(C(=O)NS(=O)(=O)c2ccccc2)CCN1C(=O)c1ccccc1 (stereo not given) returned PRMT1 inh 1, TCR CD3 inh -8, LEDGF integ inh -1, rCAG binder 1, PG9 binder 1.4, mABHD4 FP 3, SIAE primary -2, TDP2 absorb 3 and Rev-erbA mod 9.
For COc1ccc2c(c1)[C@H]1[C@H](CO2)[C@H](c2ccccc2)[C@]2(C)C(=O)Nc3cc(C)ccc3C(=O)N12 the results were HTRA1 inhibitor -42, PRMT1 inh -3, TCR CD3 inh 2, LEDGF integ inh 1, rCAG binder 3, PG9 binder -3.2, mABHD4 FP -1, SIAE primary -21, TDP2 absorb 1 and Rev-erbA mod -3.
`CCC(=O)c1ccc(OCC(=O)Nc2cccc(S(=O)(=O)N(C)c3ccccc3)c2)cc1` gave HTRA1 inhibitor -32, PRMT1 inh 4, TCR CD3 inh 5, LEDGF integ inh -1, rCAG binder 5, PG9 binder 1.0, mABHD4 FP -36, SIAE primary -43, TDP2 absorb 3 and Rev-erbA mod 0.
Screening O=c1cc(-c2ccc(O)c(O)c2)oc2cc(O)c([C@@H]3O[C@H](CO)[C@@H](O)[C@H](O)[C@H]3O)c(O)c12 returned HTRA1 inhibitor 10, PRMT1 inh 4, TCR CD3 inh -3, LEDGF integ inh 57*, rCAG binder -2, PG9 binder -7.0, mABHD4 FP 25, SIAE primary 15, TDP2 absorb -3 and Rev-erbA mod -3.
For Cn1cccc1C(=O)OCc1cc(-c2ccco2)on1 the results were HTRA1 inhibitor 4, PRMT1 inh -7, TCR CD3 inh 2, LEDGF integ inh 3, rCAG binder 4, PG9 binder -2.4, mABHD4 FP -3, SIAE primary -2, TDP2 absorb -8 and Rev-erbA mod 2.
Screening CC(C)(C)NC(=O)c1cccc2c1OC(C)(C)C2 returned HTRA1 inhibitor 1, PRMT1 inh 1, TCR CD3 inh 0, LEDGF integ inh -7, rCAG binder -4, PG9 binder -0.8, mABHD4 FP -9, SIAE primary -3, TDP2 absorb -16 and Rev-erbA mod 4.
`CCOC(=O)Cc1csc(N/N=C/c2ccccc2)n1` gave HTRA1 inhibitor -8, PRMT1 inh 0, TCR CD3 inh 4, LEDGF integ inh -1, rCAG binder -2, PG9 binder -0.9, mABHD4 FP 1, SIAE primary 4, TDP2 absorb 8 and Rev-erbA mod 6.
CC(NC(=O)Nc1ccccc1F)C(C)(C)C (stereo not given) was read as HTRA1 inhibitor 9, PRMT1 inh -1, TCR CD3 inh 0, LEDGF integ inh -1, rCAG binder 1, PG9 binder 2.3, mABHD4 FP 3, SIAE primary -4, TDP2 absorb -3 and Rev-erbA mod -4.
Screening CCn1c(SCC(=O)N/N=C/c2c[nH]c3ccccc23)nnc1-c1ccc(C(C)(C)C)cc1 returned HTRA1 inhibitor -14, PRMT1 inh -4, TCR CD3 inh 7, LEDGF integ inh 1, rCAG binder 1, PG9 binder -1.9, mABHD4 FP 6, SIAE primary 6, TDP2 absorb -8 and Rev-erbA mod -3.
For C=CCn1c(SC(C)C(=O)NCc2ccc3c(c2)OCO3)nc2scc(-c3ccccc3)c2c1=O (stereo not given) the results were HTRA1 inhibitor -25, PRMT1 inh -4, TCR CD3 inh 7, LEDGF integ inh 0, rCAG binder 7, PG9 binder -1.7, mABHD4 FP -4, SIAE primary -13, TDP2 absorb 4 and Rev-erbA mod -3.
Screening O=C(Nc1ccccc1)C(=O)Nc1cccnc1 returned HTRA1 inhibitor 4, PRMT1 inh 0, TCR CD3 inh 7, LEDGF integ inh 0, rCAG binder -3, PG9 binder 0.0, mABHD4 FP -2, SIAE primary 5, TDP2 absorb -4 and Rev-erbA mod 5.
Screening O=C1c2cccnc2C(=O)N1C1CCCCC1 returned HTRA1 inhibitor 5, PRMT1 inh 3, TCR CD3 inh -5, LEDGF integ inh -6, rCAG binder -4, PG9 binder 0.4, mABHD4 FP 4, SIAE primary -3, TDP2 absorb 16 and Rev-erbA mod -2.
